High-throughput results: PubChem, Broad Institute
ARNT-TACC3 inh: ARNT/TACC3 interaction disruption. Q9Y6A5. AlphaScreen His-ARNT PAS-B/GST-TACC3 binding, luminescence; TACC3 fragment carries E629A point mutation. inhibition, % at 9.99 µM. 0.66% of 390,000 active;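 active = mean inhibition of replicates at least 50% and at least half of replicates each reaching 50%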;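 note: 0% = complete ARNT plus TACC3 wells and 100% = ARNT alone without TACC3; many hits fall short of the cut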
esBAF inh: SWI/SNF esBAF complex inhibition; mouse ES cells, Bmi1-luciferase knock-in reporter, 24 h; 100% = twice the neutral-well signal; reporter increase, % at 12.5 µM; 2% of 350,000 active; AID 602393; in the data active = activation above about 40%;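 note: 0% = median of the plate's neutral control wells and 100% = double that signal; a rise in the Bmi1 reporter signal indicates esBAF inhibition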
SIRT5 inh: blocks human SIRT5 desuccinylation of peptide. Purified SirT5, succinyl-peptide AMC, trypsin-coupled fluorescence. inhibition, % at 15 µM. 1.1% of 330,000 active; in the data active = inhibition above about 15%
Target sequence (Q9NXA8 whole entry, looked up): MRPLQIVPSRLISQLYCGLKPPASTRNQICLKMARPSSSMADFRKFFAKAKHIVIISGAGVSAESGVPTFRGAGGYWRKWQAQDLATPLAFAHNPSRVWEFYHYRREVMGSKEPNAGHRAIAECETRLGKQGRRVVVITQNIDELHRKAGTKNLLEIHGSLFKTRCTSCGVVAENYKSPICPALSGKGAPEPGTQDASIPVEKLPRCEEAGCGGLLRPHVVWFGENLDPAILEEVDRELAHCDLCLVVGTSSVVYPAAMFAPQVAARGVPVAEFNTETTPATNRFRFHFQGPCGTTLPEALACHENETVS
Cneo AK release: causes C. neoformans cell lysis; lysis activity, % at 15 µM; adenylate kinase release luminescence, 4 h; normalised: neutral wells 0, clomiphene wells 100; 0.2% of 360,000 active;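 active = mean lysis activity across replicates of at least 80%, whatever share of replicates individually reach that level; inactive = mean lysis activity below 80%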
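Material: C. neoformans cells; Schedule: 4 h static compound exposure, 37 °C, read 1 h post-reagent; Measured by: adenylate kinase release luminescence; Read-out: signal increase indicating cell lysis; Controls: Clomiphene as positive lysis control.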
ERp5 block: ERp5 (human) disulfide isomerase inhibition; Q15084; ERp5 insulin aggregation, absorbance 650 nm, 90 min; inhibition, % at 9.99 µM; 0.05% of 350,000 active;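 active = mean replicate inhibition above about 25%, with every replicate also reaching it, limit read from the data, passing the limit was not always enough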
Target sequence (Q15084 whole entry, looked up): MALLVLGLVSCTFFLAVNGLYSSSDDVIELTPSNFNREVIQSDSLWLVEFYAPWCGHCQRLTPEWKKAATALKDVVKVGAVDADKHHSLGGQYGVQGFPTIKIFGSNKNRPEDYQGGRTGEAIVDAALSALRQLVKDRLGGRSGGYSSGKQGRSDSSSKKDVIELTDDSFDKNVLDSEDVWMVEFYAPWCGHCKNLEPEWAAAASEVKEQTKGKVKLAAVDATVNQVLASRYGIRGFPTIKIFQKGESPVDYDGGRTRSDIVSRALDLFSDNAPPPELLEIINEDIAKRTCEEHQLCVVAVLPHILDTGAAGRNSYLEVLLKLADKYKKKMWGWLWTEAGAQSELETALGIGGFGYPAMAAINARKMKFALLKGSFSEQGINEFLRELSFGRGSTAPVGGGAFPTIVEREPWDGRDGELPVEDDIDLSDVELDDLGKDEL
miR-122 sensor: inhibitors of miR-122 in Huh7 cells. 0.3% of 340,000 active. Huh7 miR-122 Renilla luciferase sensor, 48 h; neutral wells = 0, positive control = 100. activation (reporter increase), % at 12.5 µM;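 active = mean replicate activation score at least 90 and every replicate individually at or above 90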;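 note: higher luciferase means less miR-122 activity so hits act as miR-122 inhibitors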
Statin myotox sup: suppressors of simvastatin-induced myotoxicity in C2C12 myotubes. rescue of ATP level, % at 7.49 µM. 0.78% of 330,000 active. AID 602340. ATP luminescence, 48 h; scaled: DMSO 0, geranylgeraniol control 100;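 active = mean ATP rescue above about 67%, or every replicate alone reaching that limit, limit read from the data, passing the limit was not always enough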;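 note: myotubes were challenged with 10 µM simvastatin during compound exposure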
Starred values were filed as active, the others as inactive; · = no result given; & = joins results of further samples; [ ] = another dose, or the depositor's remark.

no.	structure	ARNT-TACC3 inh	esBAF inh	SIRT5 inh	Cneo AK release	ERp5 block	miR-122 sensor	Statin myotox sup
1	CN(Cc1ccc(OC(F)F)cc1)Cc1nc2c(Br)cc(Br)cc2c(=O)[nH]1	-7	·	0	·	2	-2	·
2	Cc1ccc(C(O)c2ncc(-c3cccc4ccccc34)[nH]2)c(C)c1 (configuration not stated)	·	5	0	0	2	-1	9
3	COc1ccc(OCCCC(=O)Nc2ccc(N3CCOCC3)cc2)cc1	7	·	-10	0	1	-6	·
4	COc1ccc(CN(C)C[C@@H]2Oc3ccc(NS(=O)(=O)c4ccc(OC)cc4)cc3CC(=O)N([C@H](C)CO)C[C@@H]2C)cc1	7	0	2	-2	0	71[16.7 µM]	11
5	Cc1ccccc1C(=O)OCC(=O)NCc1ccco1	-1	6	-6	1	-4	-9	-2
6	COc1ccccc1NC(=O)CN1CCC(n2c(C)nc3cc(F)ccc32)CC1	4	-3	·	6	·	-15	27
7	CC1CN(c2nc3ccccc3cc2-c2ccccc2)CC(C)O1 (configuration not stated)	-3	-6	-5	·	-5	-5	1
8	CC1CCN(CC(O)COc2cccc(F)c2)CC1 (configuration not stated)	-2	4	·	1	-2	1	-3
9	CCCN(CCC)CCCNC(=O)Cn1cnc2sc(C)c(S(=O)(=O)N3CCC(C)CC3)c2c1=O	-2	-2	-3	4	12	·	5
10	Cc1cc(C)cc(-n2ncc3c2CCCC3NC(=O)c2csnn2)c1 (configuration not stated)	·	35	0	0	1	4	-5
11	COCCCNC(=O)CC(NS(=O)(=O)c1ccc(F)cc1)c1ccc(OC)cc1 (configuration not stated)	-2	-4	0	·	-9	1	0
12	C[C@H](CO)N1C[C@H](C)[C@H](CN(C)C(=O)Nc2ccc(C(F)(F)F)cc2)Oc2c(NC(=O)C3CC3)cccc2C1=O	-18	1	-1	-4	1	9[16.7 µM]	-60
13	Cc1cccc(N2CC(C(=O)Nc3nnc(SCC(=O)Nc4cc(C)on4)s3)CC2=O)c1 (configuration not stated)	-6	·	0	·	3	·	·
14	CCS(=O)(=O)Nc1cccc(C2=NN(C(=O)c3ccco3)C(c3ccco3)C2)c1 (configuration not stated)	20	1	8	4	0	34	-32
15	CO[C@H]1CN(C)C(=O)c2cc(NC(=O)c3ccccc3F)ccc2OC[C@H](C)NC[C@@H]1C	-3	1	25*	0	6	·	10
16	CCCC(=O)Nc1ccc2c(c1)C(=O)N(C)C[C@@H](OC)[C@H](C)CN(C(=O)CN(C)C)[C@H](C)CO2	-4	3	-8	-3	3	-22[16.7 µM]	0
17	O=C(Cn1cnc2ccccc21)Nc1cccc(S(=O)(=O)N2CCCC2)c1	6	-25	·	0	·	2	-39
18	C[C@@H]1CN([C@H](C)CO)C(=O)c2c(c3ccccc3n2C)-c2ccccc2CO[C@@H]1CN(C)C(=O)Nc1ccc2c(c1)OCO2	·	3	-1&1	-2	-3&0	-5	2
19	O=C(CCNS(=O)(=O)c1cccs1)NCc1ccco1	-1	-2	·	-1	·	-7	1
20	COc1ccc(CN(C)C[C@@H]2Oc3ccc(NC(=O)Nc4ccc(OC)cc4)cc3CC(=O)N([C@@H](C)CO)C[C@@H]2C)cc1	1	0	8	44	0	3[16.7 µM]	-14
21	C[C@H]1CN([C@@H](C)CO)C(=O)c2c(c3ccccc3n2C)-c2ccccc2CO[C@@H]1CN(C)C(=O)Nc1ccccc1	5	-1	4	54	-2	·	·
22	C[C@H](CO)N1C[C@H](C)[C@H](CN(C)Cc2ccncc2)Oc2ccc(NC(=O)CCC(F)(F)F)cc2CC1=O	15	-4	-4	1	-1	-5[16.7 µM]	-8
23	COc1ccc(NC(=O)N(C)C[C@H]2Oc3ccc(NC(=O)Nc4ccc(C(F)(F)F)cc4)cc3CC(=O)N([C@H](C)CO)C[C@@H]2C)cc1	5	2	-12	-57	-16	-9[16.7 µM]	-65
24	C/C=C/c1cnc2c(c1)C(=O)N([C@@H](C)CO)C[C@@H](C)[C@H](CN(C)C(=O)NCCC)O2	-2	-10	-2	-7	-1	25[16.7 µM]	4
25	CCOCCCn1c(=S)[nH]c2cc(C(=O)NCC(OC)OC)ccc2c1=O	-9	5	8	-1	1	-2	12
26	CO[C@@H]1CC[C@@H]2CCOc3c(C#N)cccc3C(=O)N(C)C[C@@H](c3ccccc3)CC(=O)N(C)C[C@H]1O2	-4	0	-2	30	-3	·	2
27	C[C@H]1COC(=O)[C@@H](CC(=O)OC(C)(C)C)C/C=C\C[C@@H](CC(=O)N(CCO)Cc2ccccc2)C(=O)N1	-4	1	1	0	-1	-6	23
28	COc1ccc(CN(C)C(=O)Cc2ccc(OC)c(S(=O)(=O)N3CCOCC3)c2)cc1OC	-2	-6	6	1	5	-8	-1
29	C[C@H](O)C#Cc1cnc2c(c1)C(=O)N([C@H](C)CO)C[C@@H](C)[C@H](CN(C)C(=O)Nc1ccc(F)cc1)O2	-2	-1	-1	2	11	-7[16.7 µM]	2
30	S=c1[nH]nc(COc2ccccc2)n1C1CCCCC1	-17	-2	·	5	·	-7	·
31	Cc1cc(C(=O)Nc2ccc3c(c2)OCCO3)co1	-4	1	·	-4	·	1	-10
32	Cc1nc(NCCCO)c(C#N)c2c1COC(C)(C)C2	-3	2	·	·	·	-2	6
33	CSc1ccccc1NC(=O)CN(C)CC(=O)Nc1ccccc1N1CCOCC1	-4	·	-4	·	1	·	·
34	COc1ccc(CCNc2nc(C)c(C(C)=O)s2)cc1OC	·	-7	·	0	·	-3	3
35	COc1ccc(-c2ccc3sc4ccccc4c(=O)c3c2)cn1	·	12	-2	-1	-4	·	-51
36	CCn1c(C2CCN(Cc3ccccc3)CC2)n[nH]c1=S	-4	·	2	·	-3	·	·
37	C[C@@H]1CCCCO[C@@H](CN(C)CC2CCCCC2)[C@H](C)CN([C@H](C)CO)C(=O)c2cc(NC(=O)Nc3ccccc3)ccc2O1	12	-2	0	9	-1	-9[16.7 µM]	·
38	CC(CCO)Nc1nc2c([nH]1)c(=O)n(C)c(=O)n2C (configuration not stated)	-7	-2	·	10	·	1	2
39	CCCCCOc1ccc(CSc2n[nH]c(C)n2)cc1	-8	·	-3	·	1	·	·
40	COc1ccc(NC(=O)C2(C)Cc3c(-c4ccc(NC(C)=O)cc4)ccnc3O2)cc1 (configuration not stated)	·	2	·	2	1	22	-2
41	COc1ccc(NC(=O)CN(C)CC(=O)Nc2cccc(F)c2)cc1S(=O)(=O)N1CCCCC1	-1	3	4	-1	1	1	0
42	COc1ccc(CN2C(=O)NC3(CCCc4ccccc43)C2=O)cc1F (configuration not stated)	-2	-3	-2	-9	3	8	-1
43	COc1ccc(N(CC(=O)NCCc2ccccc2)C(=O)c2csnn2)cc1	-8	6	1	-1	2	0	-10
44	CCN(C1CCS(=O)(=O)C1)S(=O)(=O)c1ccc2ccccc2c1 (configuration not stated)	-4	4	1	0	-5	-3	-1
45	CCC(=O)c1ccc(OCc2ccc(C(=O)c3ccccc3)cc2)cc1	-5	·	0	·	1	·	·
46	C[C@@H]1CCCCO[C@H](CN(C)C(=O)Cc2ccccc2)[C@@H](C)CN([C@H](C)CO)C(=O)c2cc(NC(=O)c3ccncc3)ccc2O1	-4	-3	0	-4	-2	8[16.7 µM]	·
47	CCC(C)[C@H](NC(=O)NCc1ccccc1)C(=O)O (some centres not stated)	-16	3	·	-1	·	-3	5
48	COCCNC(=O)CCn1nc(-c2ccc(C)cc2)c2ccccc2c1=O	0	-1	-1	0	0	3	10

Reprinted from the part before: five compounds, then new ones.
no.	structure	ARNT-TACC3 inh	esBAF inh	SIRT5 inh	Cneo AK release	ERp5 block	miR-122 sensor	Statin myotox sup
44	CCN(C1CCS(=O)(=O)C1)S(=O)(=O)c1ccc2ccccc2c1 (configuration not stated)	-4	4	1	0	-5	-3	-1
45	CCC(=O)c1ccc(OCc2ccc(C(=O)c3ccccc3)cc2)cc1	-5	·	0	·	1	·	·
46	C[C@@H]1CCCCO[C@H](CN(C)C(=O)Cc2ccccc2)[C@@H](C)CN([C@H](C)CO)C(=O)c2cc(NC(=O)c3ccncc3)ccc2O1	-4	-3	0	-4	-2	8[16.7 µM]	·
47	CCC(C)[C@H](NC(=O)NCc1ccccc1)C(=O)O (some centres not stated)	-16	3	·	-1	·	-3	5
48	COCCNC(=O)CCn1nc(-c2ccc(C)cc2)c2ccccc2c1=O	0	-1	-1	0	0	3	10
49	S=C(NCC1CCCO1)Nc1ccccc1Cl (configuration not stated)	-4	·	-1	·	5	·	·
50	COc1ccc(CN2CCC(N3CC(C)OC(C)C3)CC2)c(OC)c1 (configuration not stated)	-14	-5	-2	-2	1	·	20
51	CCN(C(=O)Cc1ccc(NC2=NC3CS(=O)(=O)CC3S2)cc1)c1ccccc1 (configuration not stated)	-1	-2	2	0	7	1	·
52	Cc1ccc(CCN2CC(C(=O)NCc3ccco3)CC2=O)cc1 (configuration not stated)	-3	0	·	1	·	-1	-1
53	CC(C)NC(=O)Nc1ccc2c(c1)C(=O)N([C@H](C)CO)C[C@@H](C)[C@@H](CN(C)C(=O)NC(C)C)OCCCC[C@H](C)O2	-2	·	-1	0	0	4[16.7 µM]	·
54	O=C1CCCc2nc(N3CCc4ccccc43)ncc21	·	4	·	-9	·	4	-20
55	COC1=C/C(=C/c2c(N)n3nc(CC(=O)N4CCCCC4)sc3nc2=O)C=CC1=O	2	-7	·	-5	·	·	-9
56	O=C(CSc1ccccc1C(=O)O)NC12CC3CC(CC(C3)C1)C2	-10	·	-1	-2	0	3	·
57	CC(C)c1nnc(NC(=O)Cc2ccc(Br)cc2)s1	-8	·	-2	·	-4	·	·
58	O/N=C/c1cc(Br)ccc1OCc1ccccc1F	-1	13	·	5	·	-4	-10
59	CCN(CC)c1ccc(/C=c2\sc3nc4ccccc4n3c2=O)c(O)c1	-82	·	-1	·	1	4	·
60	Nc1nc2ccccc2n1C(=O)c1ccccc1	1	·	0	·	-2	·	·

As entered above:
Result of compound 51 in Cneo AK release: 0
Result of compound 56 in Cneo AK release: -2
Result of compound 53 in miR-122 sensor: 4[16.7 µM]

Going on with the list:
no.	structure	ARNT-TACC3 inh	esBAF inh	SIRT5 inh	Cneo AK release	ERp5 block	miR-122 sensor	Statin myotox sup
61	Cc1ccc(-n2nnc3c(=O)n(Cc4cccc(C)c4)cnc32)cc1	-1	2	-2	1	2	-5	4
62	COCCNC(=O)C[C@H]1C[C@@H]2c3cc(NC(=O)c4ccc5c(c4)OCO5)ccc3O[C@@H]2[C@H](CO)O1	5	-1	-1	3	-1	4[16.7 µM]	5
63	CCOC(=O)C1=C(CNCCc2ccc(Cl)cc2)NC(=O)NC1c1cccc([N+](=O)[O-])c1 (configuration not stated)	0	4	2	2	-4	-8	-2
64	CCOC(=O)C(=CNc1ccccc1Cl)C(=O)OCC	-6	-7	-3	0	0	·	18
65	COc1cc(OC)cc(C(=O)Nc2cccc3ccccc23)c1	-24	-11	-9	4	-3	5	-2
66	CC1=C(C(=O)NC2CCCC(C)C2C)C2(CCCCC2)OC1=O (configuration not stated)	-6	-3	·	1	0	3	2
67	O=C(Nc1ccccc1F)C(c1ccccc1)c1ccccc1	-10	·	-16	·	-6	·	·
68	COc1ccc(NC(=O)c2cc(C(=O)Nc3ccc(OC)cc3OC)cc([N+](=O)[O-])c2)c(OC)c1	-6	-8	-2	2	-3	0	-12
69	COc1ccc(NC2CCCN(C(=O)c3c(C)noc3C)C2)cc1 (configuration not stated)	-2	1	0	-1	-1	-8	-2
70	Cc1csc(NC(=O)CCS(=O)(=O)c2ccc(Br)cc2)n1	-6	0	·	0	·	1	·
71	O=C(NCc1ccccc1F)c1ccc(S(=O)(=O)N2CCCC2)cc1	·	3	·	-2	-4	-3	-11
72	O=C(CNCc1ccccc1Cl)NCc1ccco1	-17	·	0	·	9	1	·
73	CC=Cc1ccc2n(c1=O)C[C@H]1[C@H](CO)[C@@H](C(=O)OC)N(C(C)=O)[C@@H]21 (mixture of isomers)	-1	-1	-3	4	-5	·	-10
74	Cc1ccc(S(=O)(=O)NCC(=O)OCC(=O)Nc2ccc(C)c(S(=O)(=O)N3CCOCC3)c2)cc1	3	0	0	-2	-1	·	-4
75	Cc1ccc(S(=O)(=O)Nc2ccc3c(c2)C(=O)N([C@@H](C)CO)C[C@H](C)[C@@H](CN(C)S(=O)(=O)c2ccccc2)OCCCC[C@H](C)O3)cc1	9	-4	12	1	1	3[16.7 µM]	·
